Wnt act: Wnt/beta-catenin pathway activators, primary screen, cell-based, plate reader, single point | Wnt/beta-catenin reporter cell assay, activator | activation, % at 9.35 µM | 300,000 compounds, 1.2% hits | AID 743398, 2014; in the data active means activation above about 30%, passing the limit was not always enough; inconclusive means no clear call, values can overlap the other calls;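 further: 0% = neutral control wells and 100% = positive control wells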
MITF TRPM1 HTS: activators of MITF-driven TRPM1 promoter reporter, primary screen, cell-based, SK-MEL-5, luciferase, single point; SK-MEL-5 TRPM1-promoter luciferase, 24 h; % of positive control, neutral wells = 0; 300,000 compounds, 0.75% hits; activation, % at 12.5 µM;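 active means mean activation of at least 80% with every replicate also reaching 80%; inconclusive means mean reaches 80% but some replicate falls short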;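 further: 0% = neutral control wells and 100% = parthenolide positive control wells; values of inactives mirror those of a sister screen read the other way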
PvdQ acylase: P. aeruginosa PvdQ acylase inhibitors, primary screen, biochemical, fluorescence, plate reader and imaging, single point. PvdQ acylase [Pseudomonas aeruginosa LESB58]. purified PvdQ acylase. inhibition, % at 10 µM. 340,000 compounds, 0.063% hits. AID 488965, 2010; in the data active means inhibition above about 30%, passing the limit was not always enough; inconclusive means no clear call, values can overlap the other calls;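 further: 0% = vehicle neutral wells and 100% = reference inhibitor wells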
RTF Ca sens act: cardiac RTF calcium sensitivity activators, primary screen, biochemical, IANBD-TnC fluorescence, EC20 calcium. Troponin I, cardiac muscle (Homo sapiens) + Troponin T, cardiac muscle (Homo sapiens) + …. IANBD-labeled TnC RTF fluorescence at EC20 calcium; 0% EC20 calcium, 100% full calcium. activation, % at 7.2 µM. 340,000 compounds, 0.24% hits. AID 493008, 2010;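 active means activation above the mean over all tested compounds plus 3 SD, cut at about 30% in these data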;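 further: rise in fluorescence read as greater calcium sensitivity of cardiac thin filaments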
HTR5A ag: HTR5A agonists in luminescence cell assay, primary screen, counter-screen for OPRM1-OPRD1 heterodimer agonist project, full-deck HTS. cell-based. activation, % at 9.3 µM. 340,000 compounds, 0.61% hits. AID 504692, 2011; in the data active means activation mostly above about 9.5%, no sharp cut-off; inactive means mostly below about 7.6%;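 further: 0% = cells with vehicle only and 100% = reference agonist; strong numbers were not always called active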
Target sequence (P47898 whole entry, looked up): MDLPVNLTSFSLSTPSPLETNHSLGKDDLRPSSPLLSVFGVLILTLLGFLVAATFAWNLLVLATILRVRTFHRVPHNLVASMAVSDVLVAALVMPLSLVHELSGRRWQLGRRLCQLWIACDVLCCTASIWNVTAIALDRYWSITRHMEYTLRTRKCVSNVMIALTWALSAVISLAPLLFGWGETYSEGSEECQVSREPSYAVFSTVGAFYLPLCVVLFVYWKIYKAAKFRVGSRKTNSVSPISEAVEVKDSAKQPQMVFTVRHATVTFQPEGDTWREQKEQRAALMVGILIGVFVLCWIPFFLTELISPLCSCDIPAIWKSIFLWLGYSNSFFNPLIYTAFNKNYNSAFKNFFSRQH
SR-BI uptake up: activators of SR-BI mediated DiI-HDL uptake, primary screen, ldlA[mSR-BI] CHO cells, DiI fluorescence | activation, % at 12.5 µM | 320,000 compounds, 0.096% hits | 3 h; 100 = double the neutral-control signal;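 active means mean replicate activation of at least 60% and every replicate at or above 60%; inconclusive means mean or all-replicate condition met, but not both; inactive means mean below 60% and not all replicates reaching 60%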;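 further: 0% = median plate neutral-control signal and 100% = twice that signal; values of inactives mirror those of a sister screen read the other way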
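Material: SR-BI-overexpressing, LDLR-lacking CHO cells; schedule: compound exposure 3 h, 37 °C; reagent: DiI-labelled HDL at 10 µg/mL final; technique: bottom-read fluorescence, 550/595 nm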
CDK5 inh: inhibitors of human CDK5/p35 kinase, primary screen, biochemical, single concentration. Recombinant CDK5/p35, ADP-Glo luminescence, 60 min. inhibition, % at 10 µM. 330,000 compounds, 0.01% hits. AID 488839, 2010;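 active means highest replicate inhibition of at least 50% and at least 75% of replicates reaching 50%; inconclusive means only one of the two criteria met; inactive means both criteria failed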;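 further: plate controls were DMSO neutral control for no effect and GW8510 at 10 µM for full effect; many of its hits are not listed in these tables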
SR-BI HDL uptake: inhibitors of SR-BI mediated HDL lipid uptake, primary screen, ldlA[mSR-BI] cells, fluorescence, single point; 320,000 compounds, 0.96% hits; AID 488896, 2010; ldlA[mSR-BI] CHO cells, DiI-HDL uptake fluorescence, 3 h; inhibition, % at 12.5 µM; Scavenger receptor class B member 1 (Mus musculus), Q61009;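 active means mean replicate inhibition of at least 70% and a set share of replicates each scoring 70 or more; inconclusive means meets just one of the two criteria; inactive means fails both criteria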;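 further: 0% = median of neutral control wells and 100% = median of positive control wells; values of inactives mirror those of a sister screen read the other way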
Target sequence (Q61009 whole entry, looked up): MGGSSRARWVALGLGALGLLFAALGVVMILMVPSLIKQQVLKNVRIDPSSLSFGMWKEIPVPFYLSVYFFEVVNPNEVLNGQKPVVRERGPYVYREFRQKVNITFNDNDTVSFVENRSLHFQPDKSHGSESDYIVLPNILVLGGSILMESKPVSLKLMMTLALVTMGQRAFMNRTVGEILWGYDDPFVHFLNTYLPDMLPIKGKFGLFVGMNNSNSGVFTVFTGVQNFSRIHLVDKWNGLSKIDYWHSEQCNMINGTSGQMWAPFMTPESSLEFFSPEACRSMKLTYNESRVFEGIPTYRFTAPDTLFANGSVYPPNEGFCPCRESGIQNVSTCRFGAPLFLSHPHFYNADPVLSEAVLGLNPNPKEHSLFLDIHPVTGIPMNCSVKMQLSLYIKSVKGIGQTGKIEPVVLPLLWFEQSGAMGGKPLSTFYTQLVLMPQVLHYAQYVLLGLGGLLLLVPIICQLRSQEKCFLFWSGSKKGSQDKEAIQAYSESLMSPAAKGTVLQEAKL
Rtt109 Vps75: inhibitors of C. albicans Rtt109/Vps75 HAT, primary screen, biochemical, ThioGlo CoA-SH fluorescence, plate reader | Histone acetyltransferase RTT109 (Candida albicans (strain SC5314 / ATCC MYA-2876)), … | purified Rtt109/Vps75, 4 h | inhibition, % at 34.9 µM | 330,000 compounds, 0.16% hits | AID 540336, 2011;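 active means inhibition of at least 50% in every replicate; inconclusive means best replicate reaches 50% inhibition but some replicates fall short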
dFosB activator: activators of delta FosB homodimer, primary screen, biochemical, fluorescence polarization, TAMRA-CDK5 oligo, single point; Protein FosB (Mus musculus), P13346; purified delta FosB; percent of positive-control signal above neutral wells; activation, % at 25 µM; 340,000 compounds, 0.99% hits;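 active means mean activation above about 17%, with every replicate also reaching it, limit read from the data, passing the limit was not always enough; inconclusive means only one of the two conditions met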;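 further: fluorescence polarization rise as delta FosB binds a TAMRA Cdk5 AP-1 oligo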
* marks the source's active call; other numbers are inactive results. The order is random. About 4.4% of those tested had a hit in this group.

How did CCC(C)[C@H](NC(=O)N1CCn2c1nc1ccccc12)C(=O)NCC1CCCO1 (stereo partly specified) do in these assays?
Wnt act: -1; MITF TRPM1 HTS: -17; PvdQ acylase: 6; RTF Ca sens act: -3; SR-BI uptake up: 3; CDK5 inh: 0.6; SR-BI HDL uptake: -3; Rtt109 Vps75: 2; dFosB activator: -3

Results for O=C(N/N=C/c1ccccc1O)C(=O)Nc1ccccn1 ?
Wnt act: 0; MITF TRPM1 HTS: -1; PvdQ acylase: -3; RTF Ca sens act: -6; HTR5A ag: -3; SR-BI uptake up: -88; CDK5 inh: -0.9; SR-BI HDL uptake: 88*; dFosB activator: -3

How did FC(F)(F)c1cccc(OCCOCCn2cncn2)c1 do in these assays?
Wnt act: -5; MITF TRPM1 HTS: 5; PvdQ acylase: 10; RTF Ca sens act: 6; HTR5A ag: 2; SR-BI uptake up: 10; CDK5 inh: 1.9; SR-BI HDL uptake: -10; Rtt109 Vps75: 1; dFosB activator: 0

How did COc1ccc(Cc2nc(-c3ccc(Br)cc3)no2)cc1 do in these assays?
Wnt act: 9; MITF TRPM1 HTS: 38; PvdQ acylase: 3; RTF Ca sens act: -10; HTR5A ag: 4; SR-BI uptake up: -5; CDK5 inh: 0.3; SR-BI HDL uptake: 13; Rtt109 Vps75: -1; dFosB activator: 2

How did CSCC[C@H](N)C(=O)N1CCC(C(=O)N[C@H](C(=O)NCc2ccccc2F)C(C)C)CC1 do in these assays?
Wnt act: -2; MITF TRPM1 HTS: 7; PvdQ acylase: 0; RTF Ca sens act: -4; HTR5A ag: 6; SR-BI uptake up: 9; CDK5 inh: -1.0; SR-BI HDL uptake: -9; Rtt109 Vps75: 3; dFosB activator: -2

Results for Cc1nc2sccn2c(=O)c1S(=O)(=O)NCc1ccccc1 ?
Wnt act: 3; PvdQ acylase: 13; RTF Ca sens act: 4; HTR5A ag: -2; SR-BI uptake up: 8; CDK5 inh: 1.1; SR-BI HDL uptake: -8; Rtt109 Vps75: 1; dFosB activator: 0

How did Cc1c(NC(=O)C(C)OC(=O)c2cccc([N+](=O)[O-])c2)c(=O)n(-c2ccccc2)n1C (stereo unspecified) do in these assays?
Wnt act: -2; MITF TRPM1 HTS: 9; PvdQ acylase: -7; RTF Ca sens act: 1; HTR5A ag: 8; SR-BI uptake up: 18; CDK5 inh: -1.8; SR-BI HDL uptake: -18; Rtt109 Vps75: -5; dFosB activator: 3

How did CC(=O)Nc1ccc(S(=O)(=O)N(C)CC(=O)Nc2ccc(Br)cc2F)cc1 do in these assays?
Wnt act: 0; MITF TRPM1 HTS: 15; PvdQ acylase: 8; RTF Ca sens act: -5; HTR5A ag: 2; SR-BI uptake up: -7; CDK5 inh: 2.6; SR-BI HDL uptake: 7; Rtt109 Vps75: 10; dFosB activator: -2

Results for COc1cc2c(cc1OC)C1(CCCC1)CNC2c1cccc([N+](=O)[O-])c1 (stereo unspecified) ?
Wnt act: -13; MITF TRPM1 HTS: -1; PvdQ acylase: 0; RTF Ca sens act: 6; HTR5A ag: -13; SR-BI uptake up: -7; CDK5 inh: 1.1; SR-BI HDL uptake: 12; Rtt109 Vps75: 5; dFosB activator: 1

How did CCCCn1c(SCC(=O)N2CCCC2)nc2c1c(=O)n(C)c(=O)n2C do in these assays?
MITF TRPM1 HTS: 0; PvdQ acylase: 2; RTF Ca sens act: -1; HTR5A ag: 0; SR-BI uptake up: 8; CDK5 inh: 1.2; SR-BI HDL uptake: -8; Rtt109 Vps75: 1; dFosB activator: -1

How did Cc1c(NC(=O)C(C)OC(=O)CNC(=O)c2ccc(C(C)(C)C)cc2)c(=O)n(-c2ccccc2)n1C (stereo unspecified) do in these assays?
Wnt act: 0; PvdQ acylase: -3; RTF Ca sens act: 7; HTR5A ag: -1; SR-BI uptake up: -29; CDK5 inh: -0.5; SR-BI HDL uptake: 29; Rtt109 Vps75: -4; dFosB activator: -12

What do the screens show for `COc1ccccc1CCCNC(=O)C1CCC(=O)N(CCc2ccc(Cl)cc2)C1` (stereo unspecified)?
Wnt act: 1; MITF TRPM1 HTS: 0; PvdQ acylase: -5; RTF Ca sens act: -6; HTR5A ag: 3; SR-BI uptake up: -18; CDK5 inh: 1.2; SR-BI HDL uptake: 18; Rtt109 Vps75: -3; dFosB activator: -12

What do the screens show for `COc1ccc(NC(=O)CSc2nnc3ccc(-c4cccnc4)nn23)cc1`?
Wnt act: -3; MITF TRPM1 HTS: -9; PvdQ acylase: -12; RTF Ca sens act: 2; HTR5A ag: 5; SR-BI uptake up: 5; CDK5 inh: -5.7; SR-BI HDL uptake: -5; Rtt109 Vps75: -25; dFosB activator: -1

How did CC(C)OCC(O)CN1CCNCC1 (stereo unspecified) do in these assays?
Wnt act: -2; PvdQ acylase: 3; RTF Ca sens act: 3; HTR5A ag: 7; SR-BI uptake up: 9; CDK5 inh: -0.5; SR-BI HDL uptake: -9; Rtt109 Vps75: 0; dFosB activator: 3

Results for COc1ccc(C(=O)NCCc2ccccc2)cc1OC ?
Wnt act: 7; MITF TRPM1 HTS: inconclusive; PvdQ acylase: -12; RTF Ca sens act: -7; HTR5A ag: -3; CDK5 inh: 0.2; Rtt109 Vps75: 0; dFosB activator: -4

What do the screens show for `NCC(=O)Nc1ccc(Cl)cc1C(=O)c1ccc[nH]1`?
Wnt act: -5; MITF TRPM1 HTS: 3; PvdQ acylase: 6; RTF Ca sens act: -1; HTR5A ag: -1; SR-BI uptake up: 18; CDK5 inh: -1.7; SR-BI HDL uptake: -18; Rtt109 Vps75: -7; dFosB activator: -6

How did Cc1noc(C)c1COC(=O)c1ccc(F)c(S(=O)(=O)N2CCOCC2)c1 do in these assays?
Wnt act: -2; MITF TRPM1 HTS: 8; PvdQ acylase: -19; RTF Ca sens act: -4; HTR5A ag: -1; SR-BI uptake up: -10; CDK5 inh: -0.5; SR-BI HDL uptake: 10; Rtt109 Vps75: 2; dFosB activator: 3

How did Cc1ccc(C(=O)O/N=C(\N)Cc2ccc([N+](=O)[O-])cc2)c(Cl)c1 do in these assays?
Wnt act: -4; PvdQ acylase: -7; RTF Ca sens act: -5; HTR5A ag: 5; SR-BI uptake up: 2; CDK5 inh: 0.2; SR-BI HDL uptake: -2; Rtt109 Vps75: 0; dFosB activator: -6

Results for COCC(=O)N/N=C/c1ccc(Sc2nc3ccccc3s2)o1 ?
Wnt act: 12; PvdQ acylase: -10; RTF Ca sens act: 9; HTR5A ag: 5; SR-BI uptake up: -1; CDK5 inh: -0.1; SR-BI HDL uptake: 1; Rtt109 Vps75: -5; dFosB activator: -4

How did CC(C)CC(=O)NC(=S)Nc1ccc(S(=O)(=O)Nc2nccs2)cc1 do in these assays?
MITF TRPM1 HTS: -4; PvdQ acylase: 13; RTF Ca sens act: -9; HTR5A ag: 0; SR-BI uptake up: 24; CDK5 inh: 0.7; SR-BI HDL uptake: -24; Rtt109 Vps75: 5; dFosB activator: 1

How did O=C(N/N=C/c1cccs1)c1cncc(Br)c1 do in these assays?
Wnt act: 4; MITF TRPM1 HTS: 3; PvdQ acylase: -15; RTF Ca sens act: -6; HTR5A ag: 3; SR-BI uptake up: 14; CDK5 inh: 1.1; SR-BI HDL uptake: -14; Rtt109 Vps75: -4; dFosB activator: -1

How did COC(=O)c1cc(C(=O)OCC(=O)NC2CCCC2)cc([N+](=O)[O-])c1 do in these assays?
Wnt act: 3; MITF TRPM1 HTS: -6; PvdQ acylase: -16; RTF Ca sens act: 5; HTR5A ag: 1; CDK5 inh: -0.1; Rtt109 Vps75: -5; dFosB activator: 0

What do the screens show for `CCc1cc(Cn2nc(-c3ccccc3)cc2C(=O)NCc2ccc(C)cc2)on1`?
Wnt act: -2; MITF TRPM1 HTS: 4; PvdQ acylase: -10; RTF Ca sens act: -2; HTR5A ag: 3; SR-BI uptake up: 11; CDK5 inh: 1.2; SR-BI HDL uptake: -11; Rtt109 Vps75: 2; dFosB activator: -8

How did CCC(CC)C(=O)N1CCN(Cc2ccc3c(c2)OCO3)CC1 do in these assays?
Wnt act: -1; MITF TRPM1 HTS: 4; PvdQ acylase: -12; RTF Ca sens act: 3; HTR5A ag: 2; SR-BI uptake up: 20; CDK5 inh: 1.0; SR-BI HDL uptake: -20; Rtt109 Vps75: 0; dFosB activator: -4

How did O=c1c2ccccc2[nH]c(=S)n1-c1cccc(S(=O)(=O)N2CCCC2)c1 do in these assays?
Wnt act: 1; MITF TRPM1 HTS: -10; PvdQ acylase: 2; RTF Ca sens act: -1; HTR5A ag: 1; SR-BI uptake up: -10; CDK5 inh: 1.6; SR-BI HDL uptake: 10; Rtt109 Vps75: 1; dFosB activator: -2

Results for CCOC(=O)C1CCN(c2c(NCc3ccc(C(=O)NCCOC)cc3)c(=O)c2=O)CC1 ?
Wnt act: -2; PvdQ acylase: -12; RTF Ca sens act: 5; HTR5A ag: 4; CDK5 inh: 0.4; Rtt109 Vps75: -8; dFosB activator: -4

Three structures from above, ordered by count of non-hydrogen atoms, lowest first:
How did O=C(N/N=C/c1cccs1)c1cncc(Br)c1 do in these assays?
Wnt act: 4; MITF TRPM1 HTS: 3; PvdQ acylase: -15; RTF Ca sens act: -6; HTR5A ag: 3; SR-BI uptake up: 14; CDK5 inh: 1.1; SR-BI HDL uptake: -14; Rtt109 Vps75: -4; dFosB activator: -1

What do the screens show for `NCC(=O)Nc1ccc(Cl)cc1C(=O)c1ccc[nH]1`?
Wnt act: -5; MITF TRPM1 HTS: 3; PvdQ acylase: 6; RTF Ca sens act: -1; HTR5A ag: -1; SR-BI uptake up: 18; CDK5 inh: -1.7; SR-BI HDL uptake: -18; Rtt109 Vps75: -7; dFosB activator: -6

How did O=c1c2ccccc2[nH]c(=S)n1-c1cccc(S(=O)(=O)N2CCCC2)c1 do in these assays?
Wnt act: 1; MITF TRPM1 HTS: -10; PvdQ acylase: 2; RTF Ca sens act: -1; HTR5A ag: 1; SR-BI uptake up: -10; CDK5 inh: 1.6; SR-BI HDL uptake: 10; Rtt109 Vps75: 1; dFosB activator: -2
